Bioassay records (PubChem)
TNAP inh hi DEA: TNAP (human) inhibition, high acceptor; purified TNAP, CDP-star luminescence, 1 M DEA; AID 1135; inhibition, % at 20 µM; P05186; 200,000 compounds, 0.03% hits;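 active means over 50% inhibition of tissue-nonspecific alkaline phosphatase at 20 µM in the single-dose screen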;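 further: plate controls were DMSO wells for no effect and EDTA-quenched wells as full inhibition for full effect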
Target sequence (P05186 whole entry, looked up): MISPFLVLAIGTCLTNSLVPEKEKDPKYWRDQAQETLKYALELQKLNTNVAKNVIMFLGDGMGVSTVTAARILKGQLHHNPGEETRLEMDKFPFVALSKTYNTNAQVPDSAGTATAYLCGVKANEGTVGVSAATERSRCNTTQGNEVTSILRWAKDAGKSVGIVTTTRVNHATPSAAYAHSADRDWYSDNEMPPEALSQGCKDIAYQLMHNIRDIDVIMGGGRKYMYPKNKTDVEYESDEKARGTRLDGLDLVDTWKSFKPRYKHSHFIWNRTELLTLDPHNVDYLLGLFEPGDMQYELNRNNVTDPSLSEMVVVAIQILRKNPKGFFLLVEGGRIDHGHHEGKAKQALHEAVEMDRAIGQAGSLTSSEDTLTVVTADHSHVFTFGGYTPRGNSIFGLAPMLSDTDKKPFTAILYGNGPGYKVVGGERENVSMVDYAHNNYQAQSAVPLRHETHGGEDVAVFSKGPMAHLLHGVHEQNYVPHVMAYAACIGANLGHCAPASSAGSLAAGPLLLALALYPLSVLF
PMI act hi M6P: activators of human phosphomannose isomerase at near-saturating mannose 6-phosphate | 190,000 compounds, 0.34% hits | activation factor at 20 µM | coupled PMI enzyme assay, resazurin fluorescence, 20 min; stronger effect = higher value; 1 = untreated enzyme, 0 = substrate-free blank | P34949;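 active means activation factor of 2 or more at 20 µM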
Target sequence (P34949 whole entry, looked up): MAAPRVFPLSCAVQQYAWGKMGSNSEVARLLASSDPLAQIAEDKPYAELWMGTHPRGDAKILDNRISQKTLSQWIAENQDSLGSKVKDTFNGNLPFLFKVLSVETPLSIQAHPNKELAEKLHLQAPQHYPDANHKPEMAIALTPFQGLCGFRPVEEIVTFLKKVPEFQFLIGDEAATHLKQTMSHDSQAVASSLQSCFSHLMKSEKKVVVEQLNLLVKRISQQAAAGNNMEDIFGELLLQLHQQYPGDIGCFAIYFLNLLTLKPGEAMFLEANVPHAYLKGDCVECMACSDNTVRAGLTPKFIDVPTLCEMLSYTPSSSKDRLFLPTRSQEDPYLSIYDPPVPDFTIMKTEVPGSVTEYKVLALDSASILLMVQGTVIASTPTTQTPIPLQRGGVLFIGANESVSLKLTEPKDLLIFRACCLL
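Material: human phosphomannose isomerase with PGI, G6PDH, diaphorase coupling enzymes. Quantity: 15 ng/mL PMI. Medium: HEPES pH 7.4 buffer with MgCl2 and Tween-20. Reagent: Near-saturating mannose-6-phosphate, 1.0 mM. Compound: 20 µM single dose. Times: enzyme reaction with compound 20 min at room temperature. Detection: resorufin fluorescence at Ex 544/Em 590 nm.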
TNAP inh noacc: TNAP (human) inhibition, acceptor-free conditions; P05186; purified TNAP, CDP-star luminescence, 30 min; inhibition, % at 20 µM; 200,000 compounds, 0.26% hits; AID 1012;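 active means tissue-nonspecific alkaline phosphatase inhibition above about 50% at 20 µM in the single-dose screen, limit read from the data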;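 further: 0% = DMSO negative control and 100% = EDTA positive control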
TNAP act hi DEA: increases human TNAP activity under high phosphate acceptor concentration; 200,000 tested, under 10 active; AID 1136; activation factor at 20 µM; purified TNAP, CDP-star luminescence, 1 M DEA, 30 min; stronger effect = higher value; 0 = EDTA background, 1 = DMSO-only activity; P05186;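 active means activation factor at least 2 at 20 µM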
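system = human TNAP | amount = enzyme diluted 1/800 final | reagent = 100 µM CDP-star substrate | signal = luminescent substrate turnover signal | dosing = one dose, 20 µM | benchmarks = EDTA negative control, DMSO positive control | measure = activation factor | timing = 30 min reaction, room temperature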
PMI act: phosphomannose isomerase (human) activation. P34949. purified human PMI, coupled resazurin fluorescence, 20 min; stronger effect = higher value; 1 = vehicle control, 0 substrate-free wells. activation factor at 20 µM. 190,000 compounds, 0.005% hits. AID 1214;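 active means activation factor of 2 or more at 20 µM, relative to plate controls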
APP 5'UTR act: APP 5'UTR luciferase reporter activation | SH-SY5Y APP 5'UTR luciferase reporter, luminescence; zero percent = DMSO vehicle wells | activation, % at 2 µM | 190,000 compounds, 1% hits | AID 1276;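 active means activation above a set limit, based on mean plus 3 SD of controls, cut at about 140% in these data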; further: values of inactives mirror those of a sister screen read the other way
FLuc inhib CS: Photinus pyralis luciferase inhibition counter-screen | ATPLite firefly luciferase biochemical luminescence, 10 min | 200,000 compounds, 1.5% hits | inhibition, % at 10 µM | AID 1006 | P08659;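 active means inhibition above about 50% when tested at 10 µM, limit read from the data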
FLuc act counter: firefly luciferase counter-screen for stimulation assays | P08659 | ATPlite luciferase biochemical, luminescence, 10 min; 0 = ATP-free wells, 1 = DMSO control | activation factor at 10 µM | 200,000 tested, under 10 active | AID 1027;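 active means luciferase activation factor, scaled between plate controls, of at least 2 with compound at 10 µM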
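Material: Luciferase/luciferin reagent mix; Doses: test compounds dosed from 2 mM stocks in 100% DMSO; Schedule: 10 min incubation after luciferase reagent addition, room temperature; Measured by: luminescence from luciferase reaction; Read-out: luminescence gain marking luciferase activators.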
NF-kB neuron act: raises NF-kB expression in human neuronal cells | fold change at 12.5 µM | 190,000 compounds, 1.6% hits | NF-kB reporter expression; stronger effect = higher value | AID 1239; in the data active means fold change above about 3.3
bIAP activator: intestinal alkaline phosphatase (bovine) activation; AID 1016; activation factor at 20 µM; purified bovine IAP, CDP-star luminescence, 30 min; stronger effect = higher value; fold of DMSO-control signal, blank-subtracted; 200,000 compounds, 0.17% hits;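 active means activation factor of 2 or more at 20 µM, a signal rise over negative controls twice the positive control's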
Active calls of the source: *. Rows were taken by chance. About 3.6% of those tested had a hit in this group.

`COc1ccc(C2C(C(=O)NC(C)C)c3ccccc3C(=O)N2C)cc1OC` (stereo not given) gave TNAP inh hi DEA -6, PMI act hi M6P 1.1, TNAP inh noacc -12, TNAP act hi DEA 1.1, PMI act 1, APP 5'UTR act 11, FLuc inhib CS -4, FLuc act counter 1, NF-kB neuron act 0.89 and bIAP activator 1.
Cc1c(NC(=O)C2CC(c3ccc(F)cc3)=NO2)c(=O)n(-c2ccccc2)n1C (stereo not given) was read as TNAP inh hi DEA -3, PMI act hi M6P 1, TNAP inh noacc -15, TNAP act hi DEA 1, PMI act 1, APP 5'UTR act 6, FLuc inhib CS -1, FLuc act counter 1, NF-kB neuron act 0.97 and bIAP activator 1.1.
Screening COc1cccc(-c2nc(Oc3cccc(C)c3C)c3ccccc3n2)c1O returned TNAP inh hi DEA -2, PMI act hi M6P 1, TNAP inh noacc -14, TNAP act hi DEA 1, PMI act 1, APP 5'UTR act 13, FLuc inhib CS -8, FLuc act counter 1.1, NF-kB neuron act 0.99 and bIAP activator 0.9.
CCOC(=O)C1CCN(C(=O)CSc2cc(=O)n(CC)c3ccccc23)CC1 was read as TNAP inh hi DEA -1, PMI act hi M6P 0.9, TNAP inh noacc -10, TNAP act hi DEA 1, PMI act 0.9, APP 5'UTR act -8, FLuc inhib CS -10, FLuc act counter 1.1, NF-kB neuron act 1.1 and bIAP activator 1.
`COc1ccc2c(CC(=O)OCC(=O)NC(=O)c3cccn3C)coc2c1` gave TNAP inh hi DEA -8, PMI act hi M6P 1, TNAP inh noacc -11, TNAP act hi DEA 1.1, PMI act 1, APP 5'UTR act -12, FLuc inhib CS -12, FLuc act counter 1.1, NF-kB neuron act 1 and bIAP activator 0.8.
Screening Cc1c(Cl)cccc1-c1ccc(/C=N/n2cnnc2)o1 returned TNAP inh hi DEA -2, PMI act hi M6P 1, TNAP inh noacc -11, TNAP act hi DEA 1, PMI act 0.9, APP 5'UTR act -17, FLuc inhib CS -7, FLuc act counter 1.1, NF-kB neuron act 0.88 and bIAP activator 0.8.
COC(=O)[C@@H]1CC[C@H](C)[C@@H](c2ccc(C)cc2)N1C(=O)c1ccc(/C=N/O[C@H](C)c2cn([C@@H]3COC[C@H]3O)nn2)cc1 was read as TNAP inh hi DEA -1, PMI act hi M6P 0.9, TNAP inh noacc -6, TNAP act hi DEA 1, PMI act 0.9, APP 5'UTR act 2, FLuc inhib CS -4, FLuc act counter 1, NF-kB neuron act 1.3 and bIAP activator 1.
CN(CCOc1ccccc1)C(=O)c1cc([N+](=O)[O-])cc([N+](=O)[O-])c1 was read as TNAP inh hi DEA -3, PMI act hi M6P 1, TNAP inh noacc -9, TNAP act hi DEA 1, PMI act 1, APP 5'UTR act 22, FLuc inhib CS -3, FLuc act counter 1, NF-kB neuron act 0.88 and bIAP activator 1.
Screening N/C(COc1ccc(F)cc1)=N\NC(=O)c1cccnc1Oc1ccccc1 returned TNAP inh hi DEA -1, PMI act hi M6P 0.9, TNAP inh noacc -13, TNAP act hi DEA 1, PMI act 1, APP 5'UTR act 0, FLuc inhib CS -4, FLuc act counter 1, NF-kB neuron act 0.97 and bIAP activator 1.4.
Screening COc1cc2c(cc1OC)CN(Cc1cc(=O)oc3c(C)c(C)ccc13)CC2 returned TNAP inh hi DEA 1, PMI act hi M6P 1.8, TNAP inh noacc -18, TNAP act hi DEA 1, PMI act 1.5, APP 5'UTR act 1, FLuc inhib CS -7, FLuc act counter 1.1, NF-kB neuron act 1.1 and bIAP activator 0.8.
`COc1ccc(/C=N/N2C(=O)CSC2=S)cc1` gave TNAP inh hi DEA -2, PMI act hi M6P 0.8, TNAP inh noacc -10, TNAP act hi DEA 1, PMI act 0.8, APP 5'UTR act -30, FLuc inhib CS -1, FLuc act counter 1, NF-kB neuron act 1.2 and bIAP activator 1.2.
`CC1(CC(=O)NNC(=O)Nc2ccccc2)OCCCO1` gave TNAP inh hi DEA -2, PMI act hi M6P 1, TNAP inh noacc -1, TNAP act hi DEA 1, PMI act 0.9, APP 5'UTR act -2, FLuc inhib CS -1, FLuc act counter 1, NF-kB neuron act 1.1 and bIAP activator 1.

Reprinted from the part before: two compounds; new compounds follow.
`COc1ccc(/C=N/N2C(=O)CSC2=S)cc1` gave TNAP inh hi DEA -2, PMI act hi M6P 0.8, TNAP inh noacc -10, TNAP act hi DEA 1, PMI act 0.8, APP 5'UTR act -30, FLuc inhib CS -1, FLuc act counter 1, NF-kB neuron act 1.2 and bIAP activator 1.2.
`CC1(CC(=O)NNC(=O)Nc2ccccc2)OCCCO1` gave TNAP inh hi DEA -2, PMI act hi M6P 1, TNAP inh noacc -1, TNAP act hi DEA 1, PMI act 0.9, APP 5'UTR act -2, FLuc inhib CS -1, FLuc act counter 1, NF-kB neuron act 1.1 and bIAP activator 1.
For COc1ccc(OC)c(C2=C[N+](=O)C(C)(C)C(C)(C)N2[O-])c1 the results were TNAP inh hi DEA -1, PMI act hi M6P 1, TNAP inh noacc -9, TNAP act hi DEA 1, PMI act 0.9, APP 5'UTR act 12, FLuc inhib CS -8, FLuc act counter 1.1, NF-kB neuron act 1.2 and bIAP activator 0.9.
C/C(N)=C(/C#N)C(=O)CSc1nnc(SCc2ccc(Cl)cc2)s1 was read as TNAP inh hi DEA -5, PMI act hi M6P 0.9, TNAP inh noacc -3, TNAP act hi DEA 1.1, PMI act 0.9, APP 5'UTR act 8, FLuc inhib CS 0, FLuc act counter 1, NF-kB neuron act 0.51 and bIAP activator 0.5.
Screening Cc1ccc(OCCn2c(Br)nc3c2c(=O)n(C)c(=O)n3C)cc1 returned TNAP inh hi DEA 0, PMI act hi M6P 0.5, TNAP inh noacc -5, TNAP act hi DEA 1, PMI act 0.8, APP 5'UTR act -15, FLuc inhib CS -6, FLuc act counter 1.1, NF-kB neuron act 0.91 and bIAP activator 0.9.
Screening COc1cc(NC(=O)Cn2cnc3sc(C)c(S(=O)(=O)N4CCN(C)CC4)c3c2=O)cc(OC)c1OC returned TNAP inh hi DEA 0, PMI act hi M6P 0.9, TNAP inh noacc -11, TNAP act hi DEA 1, PMI act 1, APP 5'UTR act 1, FLuc inhib CS 3, FLuc act counter 1, NF-kB neuron act 1.2 and bIAP activator 1.2.
Screening COC(=O)Cc1n[nH]c(=O)c2ccccc12 returned TNAP inh hi DEA -4, PMI act hi M6P 1, TNAP inh noacc -1, TNAP act hi DEA 1, PMI act 0.9, APP 5'UTR act -12, FLuc inhib CS -6, FLuc act counter 1.1, NF-kB neuron act 1.1 and bIAP activator 0.9.
For Cc1[nH]nc(SCC(=O)N(C)c2ccccc2)c1[N+](=O)[O-] the results were TNAP inh hi DEA -5, PMI act hi M6P 1.7, TNAP inh noacc 3, TNAP act hi DEA 1.1, PMI act 1.3, APP 5'UTR act -2, FLuc inhib CS -3, FLuc act counter 1, NF-kB neuron act 1 and bIAP activator 0.9.
For CC(=O)OC(C(=O)NC1CCCCC1)c1ccc(C#N)cc1 (stereo not given) the results were TNAP inh hi DEA -3, PMI act hi M6P 1, TNAP inh noacc -6, TNAP act hi DEA 1, PMI act 1, APP 5'UTR act -4, FLuc inhib CS -3, FLuc act counter 1, NF-kB neuron act 1.1 and bIAP activator 0.9.
Screening O=C1Nc2ccccc2N(O)N1c1ccc(S(=O)(=O)N2CCOCC2)cc1 returned TNAP inh hi DEA -2, PMI act hi M6P 1.1, TNAP inh noacc -13, TNAP act hi DEA 1, PMI act 1, APP 5'UTR act -10, FLuc inhib CS -7, FLuc act counter 1.1, NF-kB neuron act 1 and bIAP activator 1.3.
`CCCOc1cccc(/C=N/NC(=O)c2csc(C)c2C)c1` gave TNAP inh hi DEA -11, PMI act hi M6P 1.1, TNAP inh noacc -8, TNAP act hi DEA 1.1, PMI act 1.1, APP 5'UTR act 12, FLuc inhib CS 18, FLuc act counter 0.8, NF-kB neuron act 1.2 and bIAP activator 1.
Screening Oc1ccc(Nc2nc(-c3cccs3)cs2)cc1 returned TNAP inh hi DEA -3, PMI act hi M6P 1.1, TNAP inh noacc -6, TNAP act hi DEA 1, PMI act 1.1, APP 5'UTR act 14, FLuc inhib CS -4, FLuc act counter 1, NF-kB neuron act 1.1 and bIAP activator 1.
`O=C(Nc1nnc(SCc2ccc(F)cc2)s1)c1ccc2ncsc2c1` gave TNAP inh hi DEA -2, PMI act hi M6P 1.2, TNAP inh noacc -4, TNAP act hi DEA 1, PMI act 1.1, FLuc inhib CS -6, FLuc act counter 1.1, NF-kB neuron act 1.1 and bIAP activator 0.9.
Screening COCCSc1nnc(NC(=O)C2CC(=O)N(c3ccc(OC)cc3)C2)s1 (stereo not given) returned TNAP inh hi DEA -5, PMI act hi M6P 1.1, TNAP inh noacc -13, TNAP act hi DEA 1, PMI act 1.1, APP 5'UTR act 6, FLuc inhib CS -3, FLuc act counter 1, NF-kB neuron act 1.2 and bIAP activator 1.
`CC(C)Oc1ccc(C(=O)N2CCCc3ccccc32)cc1` gave TNAP inh hi DEA -6, PMI act hi M6P 1.1, TNAP inh noacc -13, TNAP act hi DEA 1.1, PMI act 1.1, APP 5'UTR act 0, FLuc inhib CS -3, FLuc act counter 1, NF-kB neuron act 1.4 and bIAP activator 1.
For C=CCNC(=O)C(=O)N/N=C/c1cccc(Br)c1 the results were TNAP inh hi DEA -7, PMI act hi M6P 1, TNAP inh noacc -14, TNAP act hi DEA 1.1, PMI act 1, APP 5'UTR act 2, FLuc inhib CS -7, FLuc act counter 1.1, NF-kB neuron act 1 and bIAP activator 1.
Screening COc1ccc(N2CCN(S(=O)(=O)/C=C/c3ccccc3)CC2)cc1 returned TNAP inh hi DEA -4, PMI act hi M6P 0.9, TNAP inh noacc -13, TNAP act hi DEA 1, PMI act 0.9, APP 5'UTR act 12, FLuc inhib CS -6, FLuc act counter 1.1, NF-kB neuron act 0.98 and bIAP activator 0.9.
c1ccc2c(c1)nc(NCc1ccc3c(c1)OCO3)n2CCN1CCOCC1 was read as TNAP inh hi DEA -5, PMI act hi M6P 1, TNAP inh noacc -8, TNAP act hi DEA 1.1, PMI act 1, APP 5'UTR act -1, FLuc inhib CS -3, FLuc act counter 1 and bIAP activator 1.1.
`Cc1nnc(NC(=O)CSc2nnc(CCc3nc4ccccc4[nH]3)n2C)s1` gave TNAP inh hi DEA -5, PMI act hi M6P 1, TNAP inh noacc -16, TNAP act hi DEA 1.1, PMI act 1, APP 5'UTR act -13, FLuc inhib CS -1, FLuc act counter 1, NF-kB neuron act 0.94 and bIAP activator 1.4.
For COc1ccc(Cl)cc1-c1nc(-c2ccc(Br)o2)no1 the results were TNAP inh hi DEA -5, PMI act hi M6P 1, TNAP inh noacc 12, TNAP act hi DEA 1, PMI act 1.1, APP 5'UTR act -5, FLuc inhib CS -5, FLuc act counter 1.1, NF-kB neuron act 1.2 and bIAP activator 0.8.
Screening CCn1c(Cc2ccccc2)nnc1SCC(=O)Nc1nc(C)cs1 returned TNAP inh hi DEA -3, PMI act hi M6P 0.9, TNAP inh noacc -4, TNAP act hi DEA 1, PMI act 1, APP 5'UTR act -12, FLuc inhib CS -4, FLuc act counter 1, NF-kB neuron act 1.1 and bIAP activator 1.
